Screening results: PubChem, several laboratories
SIAH1 antagonists: blockers of Siah-1 interaction with plectin peptide – biochemical, fluorescence polarization, rhodamine-plectin, uHTS, primary screen (AID 1817). Siah-1 / rhodamine-plectin peptide fluorescence polarization; higher % means a stronger effect. displacement, % at 20 µM; hits with a dose series show IC50 in µM. 290,000 tested, 0.02% active;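 active means displacement of at least 50% at 20 µM, with a fluorescence ratio check between 0.3 and a set limit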;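 further: plate controls were Siah plus tracer with DMSO for no effect and tracer alone without Siah for full effect; strong numbers were not always called active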
PMI inhibition: MPI inhibition at elevated mannose 6-phosphate – biochemical, fluorescence intensity, high mannose 6-phosphate, primary screen (AID 1220) | inhibition, % at 20 µM; hits with a dose series show IC50 in µM | recombinant PMI enzyme, coupled fluorescence intensity; higher % means a stronger effect | 190,000 tested, 0.66% active
XIAP displacement: XIAP antagonists, biochemical, IAP family, fluorescence polarization (AID 1018); XIAP BIR domain, fluorescence polarization peptide displacement; higher % means a stronger effect; displacement, % at 20 µM; hits with a dose series show IC50 in µM; 200,000 tested, 0.007% active; in the data active means displacement above about 50%; further: a part of the inactive calls stands beside numbers as strong as those of hits
TNAP activation fold: human TNAP enzyme activators, primary screen, biochemical, luminescent, no phosphate acceptor, uHTS (AID 1001); purified TNAP, luminescent activation assay, no phosphate acceptor; higher activation fold means a stronger effect; one-dose activation fold at 20 µM; EC50 in µM for titrated hits; 200,000 tested, 0.03% active; in the data active means activation fold from about 3, or a potency from the dose series; inactive means the rest, 99 in 100 with activation fold below about 1.6; further: many of its hits are not listed in these tables
WT yeast gro inh: growth inhibition of WT yeast, mitochondrial fusion screen | mitochondrial fusion phenotypic screen, WT strain | inhibition, % at 10 µM | 190,000 tested, 2.1% active | AID 1362; in the data active means inhibition above about 58%; tested in S. cerevisiae
Salmonella PhoP GFP: PhoP-dependent GFP reporter repression – Salmonella Typhimurium, primary screen (AID 1863). S. Typhimurium PhoP-regulated promoter GFP reporter, 4 h; higher % means a stronger effect. inhibition, % at 50 µM; hits with a dose series show IC50 in µM. 300,000 tested, 0.16% active;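 active means inhibition over 29.93%, a cutoff 3 SD above the screen mean, later confirmed by dose response; inconclusive means inhibition over 29.93% but no dose response follow-up; inactive means inhibition at most 29.93% or unconfirmed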;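 further: 0% = low Mg2+ inducing control and 100% = high Mg2+ repressing control; strong numbers were not always called active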
PMI inhibitors: inhibitors of human PMI, primary screen, biochemical, fluorescence intensity, coupled assay (AID 1209). purified PMI enzyme, coupled fluorescence intensity; higher % means a stronger effect. inhibition, % at 20 µM; hits with a dose series show IC50 in µM. 190,000 tested, 0.42% active;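 further: plate controls were DMSO vehicle for no effect and wells lacking substrate for full effect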
Myeloid diff MLP: compounds promoting myeloid differentiation; ER-HoxA9 myeloid progenitors, lysozyme-GFP differentiation, flow cytometry; calls only at 10 µM; 360,000 tested, 1% active; AID 624256;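 active means normalized GFP-positive differentiation at or above the plate's own cutoff, the solvent-only control mean plus 3 SD; inconclusive means no clear call, values can overlap the other calls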;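 further: cells exposed to compound for four days before flow analysis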
RSV CPE inhibition: RSV antiviral activity via CPE protection, HEp-2 cells, primary 10 µM value included (AID 2391) | HEp-2 cells, RSV-induced CPE inhibition; higher % means a stronger effect | CPE inhibition, % at 10 µM, or IC50 in µM where a hit was titrated | 310,000 tested, 0.13% active; in the data active means a potency from the dose series; inconclusive means CPE inhibition mostly from about 23% at the one dose, without a potency; inactive means the rest, 99 in 100 with CPE inhibition below about 21%; further: strong numbers were not always called active
WT yeast gro inh mutant strain: further read-out of WT yeast gro inh, marked with its call; inhibition, %; mitochondrial fusion phenotypic screen, mutant strain inhibition
Myeloid diff MLP GFP+ MAC1+ %: also measured in Myeloid diff MLP; calls as there; GFP+ MAC1+ double positive, %; measured here: differentiation confirmed by MAC1 staining
Numbers without * were called inactive; i = inactive; ? = inconclusive; . = no result given; + = active, no number. Unless noted, no stated cut-off is given here; in the data, active means inhibition above about 50%; inactive means the rest.

SMILES	SIAH1 antagonists	PMI inhibition	XIAP displacement	TNAP activation fold	WT yeast gro inh	WT yeast gro inh mutant strain	Salmonella PhoP GFP	PMI inhibitors	Myeloid diff MLP	Myeloid diff MLP GFP+ MAC1+ %	RSV CPE inhibition
Cc1cccc(OCC(=O)Nc2ccccc2N2CCN(C(=O)C(C)C)CC2)c1C	-2.5%	13.9%	-0.9%	1.1	3.5	-6.0	14.7%	18.6%	i	0.6	19.6%
COC(=O)C1CC(=O)N(c2ccc(C)cc2)C1 (stereo not given)	10.5%	8.9%	-2.0%	1.1	-8.2	-5.6	-4.2%	4.7%	i	0.2	2.2%
Nc1nnc(SCCCC(=O)c2ccccc2)s1	3.8%	0.7%	-2.3%	1.1	13.2	19.2	22.5%	1.5%	i	0.3	-1.6%
CCc1cccc(C)c1NC(=O)c1ccccc1	2.6%	-3.1%	-5.6%	1	11.9	-67.2	7.3%	4.7%	i	0.1	0.9%
CCCCn1c(=N)n(CCOc2ccc(C)cc2)c2ccccc21	-5.2%	-5.4%	-4.2%	1	20.6	4.8	5.7%	-10.8%	i	2.1	?
Cc1ccc2c(CC(=O)NC3=NCCS3)coc2c1	1.9%	0.6%	-2.8%	1	2.5	-2.0	-0.4%	4.5%	i	2.0	0.7%
Cc1ccnc2c1ccc1ccccc12	7.9%	.	.	.	.	.	-3.1%	.	i	0.5	5.4%
CCC(NS(=O)(=O)c1cnn(CC)c1)c1ccccc1 (stereo not given)	-3.7%	4.3%	-8.3%	1	0.2	5.9	-7.4%	2.7%	i	0.6	1.1%
O=C(NC(NC(=S)N1CCOCC1)C(Cl)(Cl)Cl)c1ccc(Cl)cc1 (stereo not given)	6.5%	-4.8%	-1.7%	1.1	-7.1	-2.3	4.7%	6.7%	+	1.8*	?
Cc1ccc(NC(=O)C2CCN(c3cnccn3)CC2)cc1	15.3%	-5.7%	-4.9%	1	-5.1	-9.1	1.2%	-3.3%	i	0.5	-1.7%
COc1cc(O)ccc1C=O	-3.8%	.	.	.	.	.	-7.3%	.	i	0.1	0.6%
Cc1ccc(S(=O)(=O)Cc2ccc(C(=O)N3CCN(Cc4ccccc4)CC3)o2)cc1	-2.7%	5.9%	-7.4%	1.1	11.9	-3.5	-6.5%	10.3%	i	2.5	3.9%
COc1ccc(N(CC(=O)N2CCN(C)CC2)S(=O)(=O)c2ccccc2)cc1	2.5%	.	.	.	.	.	-1.4%	.	i	0.7	0.8%
Cc1ccc2oc(-c3cccc(N)c3)nc2c1	5.2%	8.7%	-5.1%	1.1	12.3	0.0	3.1%	14.9%	i	0.2	4.3%
O=C(c1ccc2c3c(cccc13)CC2)C1CCCN(Cc2cccnc2)C1 (stereo not given)	-2.0%	11.4%	-6.0%	1	22.4	33.0	8.5%	19.3%	i	0.4	-1.0%
CCc1ccc(CNC(=O)CCc2nnc(Cc3cccc(C(F)(F)F)c3)o2)nc1	11.6%	5.7%	-2.8%	1	0.6	-2.8	8.0%	9.6%	+	1.4*	1.4%
Nc1nnc(SCC(=O)c2ccccc2)s1	2.0%	6.8%	-8.9%	1.1	-8.1	-2.6	0.6%	3.2%	i	1.3	1.0%
COc1ccc(C(N)=S)cc1	5.1%	-3.3%	-3.1%	1.3	4.8	0.1	11.5%	9.0%	i	0.6	1.8%
C=CCn1c(SCC(=O)Nc2nnc(C)s2)nnc1C1CC1	-11.6%	.	.	.	.	.	-2.1%	.	i	2.1	1.6%
Cc1ccc(C(O)(C(=O)NNS(=O)(=O)c2ccc(C)cc2)c2ccc(C)cc2)cc1	-0.5%	13.3%	-18.4%	1	5.5	14.1	3.4%	13.8%	i	0.4	3.7%
CC12CCC(C/C1=N/OC(=O)c1cccc([N+](=O)[O-])c1)C2(C)C (stereo not given)	-3.8%	3.2%	-12.4%	1	13.1	29.6	-3.8%	2.3%	i	0.2	6.0%
COc1ccc(/C=C/C(=O)c2ccc3c(c2)OCO3)c(OC)c1	6.6%	11.7%	-2.3%	1	37.0	22.3	-0.4%	9.5%	i	0.6	2.3%
CC(C)(CO)CNC(=O)CCc1nnc(C2(c3ccc(Cl)cc3)CCC2)o1	37.8%	13.0%	-4.3%	1.1	-5.9	-5.9	7.7%	4.7%	i	0.1	0.1%
O=C(CSc1nnc(-c2ccccc2)o1)NC1CCS(=O)(=O)C1 (stereo not given)	4.6%	8.3%	33.9%	1.1	-4.2	3.9	5.0%	3.2%	i	0.3	0.5%
O=C(OCCN1CCCCC1)c1cc2ccccc2o1	-3.8%	-20.5%	-6.3%	1.1	-8.3	-9.2	-29.0%	-15.8%	i	1.4	0.0%

Whole records as entered above.
Cc1ccc(C(O)(C(=O)NNS(=O)(=O)c2ccc(C)cc2)c2ccc(C)cc2)cc1 as listed: SIAH1 antagonists: -0.5%; PMI inhibition: 13.3%; XIAP displacement: -18.4%; TNAP activation fold: 1; WT yeast gro inh: 5.5; WT yeast gro inh mutant strain: 14.1; Salmonella PhoP GFP: 3.4%; PMI inhibitors: 13.8%; Myeloid diff MLP: i; Myeloid diff MLP GFP+ MAC1+ %: 0.4; RSV CPE inhibition: 3.7%
COc1ccc(/C=C/C(=O)c2ccc3c(c2)OCO3)c(OC)c1 as listed: SIAH1 antagonists: 6.6%; PMI inhibition: 11.7%; XIAP displacement: -2.3%; TNAP activation fold: 1; WT yeast gro inh: 37.0; WT yeast gro inh mutant strain: 22.3; Salmonella PhoP GFP: -0.4%; PMI inhibitors: 9.5%; Myeloid diff MLP: i; Myeloid diff MLP GFP+ MAC1+ %: 0.6; RSV CPE inhibition: 2.3%
COC(=O)C1CC(=O)N(c2ccc(C)cc2)C1 (stereo not given) as listed: SIAH1 antagonists: 10.5%; PMI inhibition: 8.9%; XIAP displacement: -2.0%; TNAP activation fold: 1.1; WT yeast gro inh: -8.2; WT yeast gro inh mutant strain: -5.6; Salmonella PhoP GFP: -4.2%; PMI inhibitors: 4.7%; Myeloid diff MLP: i; Myeloid diff MLP GFP+ MAC1+ %: 0.2; RSV CPE inhibition: 2.2%

(next part)
SMILES	SIAH1 antagonists	PMI inhibition	XIAP displacement	TNAP activation fold	WT yeast gro inh	WT yeast gro inh mutant strain	Salmonella PhoP GFP	PMI inhibitors	Myeloid diff MLP	Myeloid diff MLP GFP+ MAC1+ %	RSV CPE inhibition
CC(=O)c1cccc(OCc2cc(C(=O)N3C[C@H]4CC[C@H]3C4)no2)c1	1.6%	.	.	.	.	.	-4.3%	.	+	11.3*	10.6%
CCOC(=O)N1CCC(Nc2c(N3CCN(c4cc(Cl)ccc4C)CC3)c(=O)c2=O)CC1	-0.6%	-4.2%	-0.2%	1.1	-1.3	-10.2	4.2%	-7.9%	i	2.6	3.5%
CN(CC(=O)N1CCN(c2ccccn2)CC1)S(=O)(=O)c1cccc2nsnc12	3.6%	3.9%	-9.5%	1	-2.3	-6.4	7.7%	-3.0%	i	0.5	2.1%
CC(O)c1nc2ccccc2n1CC(=O)Nc1ccc2c(c1)OCCO2 (stereo not given)	-1.8%	28.3%	-6.9%	1.1	-0.1	15.3	2.0%	14.8%	i	0.9	1.4%
Cc1n(C)c2cc(Cl)ccc2[n+]1Cc1ccccc1	1.7%	18.4%	-4.7%	1.1	20.5	0.4	-2.4%	42.9%	i	0.3	1.1%
CCCN1CCN(C(=O)C2CCN(S(=O)(=O)c3ccc4c(c3)NC(=O)C(C)S4)CC2)CC1 (stereo not given)	4.2%	.	.	.	.	.	-11.0%	.	i	0.0	-0.2%
N#Cc1sc2nc(-c3ccccc3)cc(-c3ccco3)c2c1N	48.4%	-32.8%	-1.8%	1.1	38.3	48.9	-3.7%	-6.6%	i	1.5	3.0%
COc1ccc(/C=C(/NC(=O)c2cccc([N+](=O)[O-])c2)C(=O)O)cc1	4.8%	-97.6%	-3.4%	1.2	-16.9	4.9	-1.9%	-72.6%	i	0.3	0.1%
COc1ccc(-c2cn(-c3ccccc3)nc2C(=O)O)cc1OC	9.0%	.	.	.	.	.	2.9%	.	i	0.4	3.0%
Cc1ccc(OCc2cc(C(=O)NC(C)Cc3cccnc3)no2)cc1C (stereo not given)	3.5%	.	.	.	.	.	7.0%	.	i	0.8	11.6%
CC(C(=O)Nc1ccc(N2CCOCC2)cc1)N1C(=O)c2ccccc2C1=O (stereo not given)	-1.3%	10.2%	-2.1%	1.1	-8.6	4.5	5.9%	10.4%	i	10.2	0.5%
CCc1cc(C(=O)N/N=C/c2ccc(O)cc2)c2ccccc2n1	-0.6%	.	.	.	.	.	0.5%	.	?	.	1.9%
CC(=O)c1ccc(Cc2cnc(N)s2)cc1	0.3%	6.9%	-4.5%	1	-5.3	-1.5	8.2%	4.6%	i	0.5	1.7%
S=c1[nH]nc(CCCc2n[nH]c(=S)o2)o1	3.8%	.	.	.	.	.	-16.1%	.	i	0.5	1.7%
O=S1(=O)N=C(N(CCO)/N=C/c2ccc(Br)cc2)c2ccccc21	14.2%	.	.	.	.	.	4.5%	.	i	0.1	0.7%
CCC(Sc1ncccc1C(=O)OCCN1CCCC1=O)C(=O)NCc1ccco1 (stereo not given)	-3.0%	-12.2%	-4.2%	1	1.5	0.0	-4.8%	-6.1%	i	1.0	-0.3%
COc1ccc(N2CCOCC2)c(NC(=O)c2cccnc2)c1	2.0%	.	.	.	.	.	0.0%	.	i	0.5	1.7%
C/C(=N\NC(=O)c1nnn(-c2nonc2N)c1CN1CCC(C)CC1)c1cccc(Br)c1	0.2%	.	.	.	.	.	0.8%	.	i	1.4	1.5%
Cc1ccc(N=C2NC(=O)CS2)cc1C	-5.8%	.	.	.	.	.	3.5%	.	i	0.3	-1.1%
O=C(CCc1nnc(-c2ccccc2)o1)NCC1CCN(C2CCCC2)CC1	4.0%	8.3%	-1.9%	1.1	7.2	5.2	-3.0%	4.9%	i	0.1	-1.2%
COc1ccc(OC)c(NC(=O)CN2CCC(C(=O)c3ccc(C)cc3)CC2)c1	-3.7%	3.6%	6.1%	1.1	15.9	17.0	-1.7%	2.8%	i	3.0	-0.8%
CCOc1ccc(S(=O)(=O)Nc2ccc(S(=O)(=O)N3CCCC3)cc2)cc1	17.4%	-0.1%	-6.1%	1.2	-9.6	2.1	16.3%	1.9%	i	0.9	1.8%
Cc1ccc(C2=Nc3cccnc3C(c3ccccc3)=NN2)cc1	3.6%	5.5%	-2.2%	1.1	0.0	4.2	-4.5%	-8.7%	i	0.1	0.7%
O=C(Nc1ccon1)c1cc(-c2ccccc2)nc2ccccc12	2.5%	-3.2%	0.2%	1.1	-0.7	9.6	-11.5%	-0.2%	i	0.6	7.0%
CCSc1ccc(-c2nn(-c3ccccc3)cc2/C=C(/C#N)C(=O)NC)cc1	11.7%	-1.0%	-10.3%	1.1	5.1	20.7	-18.1%	9.9%	i	0.1	-1.6%
CCCCCn1c(=N)c(S(=O)(=O)c2ccc(Br)cc2)cc2c(=O)n3cccc(C)c3nc21	0.4%	.	.	.	.	.	-10.4%	.	i	4.1	4.7%
O=C(Nc1c(C(=O)NCc2ccco2)cnn1-c1ccccc1)c1cccc(F)c1	-7.3%	1.6%	-4.9%	1.1	-36.0	10.4	2.5%	-2.1%	i	0.4	7.8%
CSc1oc(-c2ccc(F)cc2)nc1S(=O)(=O)c1ccc(F)cc1	-0.8%	-0.5%	-0.5%	1.1	-13.5	-6.0	-6.6%	-0.1%	i	2.7	0.3%
